TexasRed autofl = qHTS Assay for Spectroscopic Profiling in Texas Red Spectral Region; Compound fluorescence, Texas Red channel, 547/618 nm; hits give high values; max dye-equivalent concentration, M; 59,000 compounds, 0.06% hits; in the data active = max dye-equivalent concentration above about 10 nM; inconclusive = between about 1.1 nM and that limit
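Pin-transferred compounds and Texas Red standards go into 100 mM Tris buffer, pH 8.0. After 15 min at room temperature, plates are imaged with 547/618 nm filters. Each value is a dye-equivalent concentration derived from the per-plate dye curve.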
Rhodamine fluor = qHTS Assay for Spectroscopic Profiling in Rhodamine Spectral Region. Rhodamine-region fluorescence, 547/598 nm, Tris buffer; hits give high values. max dye-equivalent concentration, M. 59,000 compounds, 0.05% hits. AID 594, 2007; in the data active = max dye-equivalent concentration above about 11 nM; inconclusive = between about 1.1 nM and that limit
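Read-out is relative fluorescence at 547 nm excitation and 598 nm emission, expressed as dye-equivalent concentration using rhodamine standards on every plate. Each compound was profiled across a concentration series after 15 min in 100 mM Tris, pH 8.0.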
Fluorescein autfl = qHTS Assay for Spectroscopic Profiling in Fluorescein Spectral Region; Compound autofluorescence, 480/540 nm, fluorescein-equivalent; hits give high values; max fluorescein-equivalent concentration, M; 59,000 compounds, 0.91% hits; in the data active = max fluorescein-equivalent concentration above about 10 nM; inconclusive = between about 1.1 nM and that limit
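Read-out is intrinsic compound fluorescence at 480/540 nm (excitation/emission), expressed as dye-equivalent concentration using a fluorescein standard series run on every plate. Compounds sat 15 min at room temperature in 100 mM Tris, pH 8.0.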
HEK293 cAMP cs = qHTS Assay for Agonists of the Thyroid Stimulating Hormone Receptor: Activators of Intracellular cAMP Concentrations in Parental HEK 293; parental HEK293 CNG cAMP sensor, membrane potential fluorescence; Potency, µM (titrated, usually from 57.1 µM), without a hit: top-dose activation, hits mostly activators; 73,000 compounds, 2.5% hits; also: potency is read from the fitted curve at half-maximal effect; % of control where 0% means no effect; nearly all actives have a fitted effect of over 55% in size
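Parental HEK 293 cells stably expressing a modified CNG channel (no TSHR) report cAMP rise as membrane depolarization. Membrane potential dye with 100 uM RO 20-1724 was loaded for 60 min at room temperature, then compound added for 30 min; fluorescence read at 590 nm.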
ERK AVP block = qHTS Assay for Inhibitors of the ERK Signaling Pathway using a Homogeneous Screening Assay; HEK293-V1b, vasopressin-stimulated pERK AlphaScreen; Potency, µM (titrated, usually from 57.5 µM), without a hit: at the top dose activity, negative = inhibition, actives largely listed as inhibitors; 72,000 compounds, 0.99% hits; also: potency is read from the fitted curve at half-maximal effect; % is scaled to controls: 0 for no effect and ±100 for the full control effect; nearly all actives have a fitted effect of over 55% in size
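HEK293 cells stably expressing V1b receptor, seeded overnight in 1% FBS, were treated with compounds for 30 min at 37C, then stimulated 5 min with 25 nM vasopressin; phospho-ERK read by AlphaScreen SureFire after lysis.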
Casp7 inh = qHTS Assay for Allosteric/Competitive Inhibitors of Caspase-7; P55210; 75,000 compounds, 0.02% hits; AID 889, 2007; Potency, µM (highest dose often 57.5 µM), for the others: top-dose activity change, negative = inhibition, actives largely listed as inhibitors; recombinant caspase-7, Ac-DEVD-AFC fluorescence rate; active = well fitted inhibition curve with a large enough effect in the main read-out, with a control signal flat, not every such curve was filed as active; inconclusive = small, poorly fitted or top-dose-only effect, or a change in a side signal; also: potency is read from the fitted curve at half-maximal effect; % of control where 0% means no effect
Casp1 inh = qHTS Assay for Allosteric/Competitive Inhibitors of Caspase-1; AID 900, 2007; 75,000 compounds, 0.03% hits; Potency, µM (series often up to 57.5 µM), without a hit: at the top dose activity change, negative = inhibition, hits mostly inhibitors; Caspase-1 enzyme, Ac-WEHD-AFC fluorogenic rate; P29466;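 also: potency is read from the fitted curve at half-maximal effect; plate controls were vehicle for no effect and no substrate for full effect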
USP2a inh = qHTS Assay for Inhibitors of Ubiquitin-specific Protease USP2a; 60,000 compounds, 0.1% hits; Potency, µM (series often up to 38.3 µM), inactives show top-dose activity change, negative = inhibition, most hits filed as inhibitors; USP2a enzymatic assay, qHTS inhibition;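 also: potency is read from the fitted curve at half-maximal effect; nearly all actives have a fitted effect of over 60% in size; plate controls were DMSO for no effect and NEM full inhibition control for full effect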
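USP2 core (20nM final) preincubated 30 min RT with compound, then Ub-PLA2 20nM and NBD C6-HPC 20uM final added; buffer 20mM Tris-HCl pH 8.0, 2mM CaCl2. Fluorescence Ex 460/Em 535 read at 0 and 2.5 h; normalized to NEM.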
FLuc inh = qHTS Assay for Inhibitors of Firefly Luciferase; Luciferin 4-monooxygenase (Photinus pyralis), P08659; purified firefly luciferase, luminescence, 8 min; Potency, µM (series often up to 57.1 µM), for the others: top-dose activity change, negative = inhibition, hits mostly inhibitors; 72,000 compounds, 2.2% hits; AID 411, 2009; also: potency is read from the fitted curve at half-maximal effect; % is scaled to controls: 0 for no effect and ±100 for the full control effect; nearly all actives have a fitted effect of over 40% in size
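Compounds were tested as concentration series (qHTS) against purified P. pyralis luciferase with luciferin and 10 uM ATP in 50 mM imidazole pH 7.2, 50 mM KCl, 7 mM MgCl2, 0.01% Tween 20, 0.05% BSA. Luminescence was read after 8 min at ambient temperature.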
HADH2 inh = qHTS Assay for Inhibitors of HADH2 (Hydroxyacyl-Coenzyme A Dehydrogenase, Type II) | AID 886, 2007 | recombinant HADH2, NADH fluorescence, beta-hydroxybutyryl-CoA | 73,000 compounds, 3.4% hits | Potency, µM (titrated, usually from 57.1 µM), for the others: at the highest dose activity change, negative = inhibition, actives largely listed as inhibitors; also: potency is read from the fitted curve at half-maximal effect; % is scaled to controls: 0 for no effect and ±100 for the full control effect; nearly all actives have a fitted effect of over 60% in size; many of its hits are not listed in these tables
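E. coli-expressed His-tagged HADH2 tested at 20 nM in alkaline Tris buffer (pH 9.0); oxidation of 90 uM beta-hydroxybutyryl-CoA with 1 mM NAD+ tracked fluorimetrically for 4 min.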
Tau filament bind = qHTS Assay for Tau Filament Binding | Potency, µM (highest dose often 57.1 µM), inactives show at the highest dose activity change, negative = inhibition | Microtubule-associated protein tau (Homo sapiens), P10636 | 71,000 compounds, 2% hits | AID 596, 2007 | recombinant tau filaments, thioflavin S fluorescence, 15 h; filaments grown with octadecylsulfate alongside compound;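 also: potency is read from the fitted curve at half-maximal effect; % is scaled to controls: 0 for no effect and ±100 for the full control effect; actives lower thioflavin S fluorescence by blocking filaments or displacing dye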
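Quantitative HTS: thioflavine S signal from ODS-induced tau filaments, excited at 450 nm, emission 510 nm. Conditions: 1 uM tau, 30 uM ODS, 15 h at 37 C, pH 7.4.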
Starred values were filed as active, the others as inactive; i = inactive; ? = inconclusive; . = not tested or not shown; & = joins results of further samples; [ ] = another dose, or the depositor's remark. Unless noted, calls follow the shape of the dose curve; as a rule, active = well fitted curve in the direction sought with a large enough effect; inconclusive = small, poorly fitted or top-dose-only effect, or another doubt; inactive = no such curve, though single readings can be large; an effect the other way counts as inactive or inconclusive. Not all compounds are listed, so the mix of outcomes need not match the whole.

SMILES	TexasRed autofl	Rhodamine fluor	Fluorescein autfl	HEK293 cAMP cs	ERK AVP block	Casp7 inh	Casp1 inh	USP2a inh	FLuc inh	HADH2 inh	Tau filament bind
CC(C(=O)c1ccccc1)n1c(N2CCOCC2)nc2c1c(=O)n(C)c(=O)n2C (configuration not stated)	?	i	i	15%	-4%	2%	1%	16%	0%	4%	-1%
CCOC(=O)CSc1nnc([C@H](Cc2ccccc2)NC(=O)OC(C)(C)C)o1	?	i	i	8%	19%	-5%	3%	5%	0%	-6%	-24%
COc1cc(OC)cc(C(C)=O)c1	i	i	?	2%	5%	3%	2%	6%	1%	6%	-1%
CC(C)CN1CC2(CCN(C(=O)c3ccco3)CC2)C1	i	i	i	20µM*	3%	-1%	-4%	-1%	-2%[11.4 µM]	8%	-5%
CC(=O)OCC1OC(C#CCCCc2ccccc2)C=CC1OC(C)=O (configuration not stated)	.	.	.	-1%[11.4 µM]	38%&14%[activator][11.5 µM]	0%&0%[11.5 µM]	-3%&0%[11.5 µM]	.	.	-18%&-21%[11.4 µM]	.
CCOc1ccc(NC2=NC(C)(C)N=C(N)N2)cc1	.	.	.	?	-10%	-1%	-1%	-1%	4%	-10%	20%
CCC(=O)c1cc2c(cc1NC(=O)C(C)C)OCCO2	?	i	i	?	13%	-2%	0%	3%	-2%	10%	5%
COc1ccc(C(CNC(=O)c2cccnc2SC)N2CCOCC2)cc1 (configuration not stated)	i	i	?	14%	6%	9%	0%	-7%	3%	-10%	7%
CSc1ccc2c(c1)N(CCCN(C)C)c1ccccc1S2	i	i	i	0%[11.4 µM]	5%[11.5 µM]	0%[11.5 µM]	-1%[11.5 µM]	.	3%[11.4 µM]	11%[11.4 µM]	3.2µM*
CCn1c(C(O)c2ccc3c(c2)OCO3)nc2ccccc21 (configuration not stated)	?	i	i	4%	-16%	-1%	1%	6%	-2%	-5%	0%
CC(=O)c1cccc(NC(=O)Cc2cccs2)c1	.	.	.	3%[11.4 µM]	-16%	-11%	-3%	-2%[7.66 µM]	-2%	?	4µM*
CC(=O)Nc1ccc(S(=O)(=O)NC(=O)C23CC4CC(CC(C4)C2)C3)cc1	.	.	.	-7%	11%	0%	0%	-5%	-7%	-3%	-9%
CCS(=O)(=O)N1Cc2ccccc2CC1C(=O)OCC(=O)Nc1ccc(C)cc1 (configuration not stated)	i	i	i	15%	-23%	-9%	-1%	34%[activator]	2%	8%	-10%
COCCNC(=O)CN(C(=O)CCC(=O)Nc1cc(C)on1)c1ccccc1C	i	i	i	7%	21%	1%	-1%	-7%	-1%	18%	-11%
CCN(CC)S(=O)(=O)c1ccc(C(=O)NCc2nnc(SCC(=O)OC)n2C)cc1	i	i	i	7%	28%	-5%	-1%	5%	2%	1%	-1%
O=C(NCC(=O)N(Cc1cccs1)C(C(=O)NC1CCCC1)c1ccco1)c1cccs1 (configuration not stated)	i	i	i	?	-5%	1%	0%	10%	0%	16%	0%
Cc1ccc2[nH]c(=O)c(CN(Cc3ccco3)S(=O)(=O)c3c(C)ccc4nsnc34)cc2c1	i	i	?	-6%	1%	-2%	-5%	34%[activator]	0%	35%[activator]	-21%
COc1ccc(N2CCN(CCNS(=O)(=O)c3cccc4nsnc34)CC2)cc1	i	i	i	-8%	20%	0%	1%	15%	1%	-8%	-16%
O=C(C1CCCCC1)N(Cc1nc2sc3c(c2c(=O)[nH]1)CCCC3)Cc1cccs1	i	i	i	?	-13%	-5%	-4%	27%	2%	-24%	18%
Cc1ccc(Cl)cc1N1CCN(Cc2nnnn2C2CCCCC2)CC1	i	i	i	13µM*	-18%	-4%	-2%	-23%	0%	4%	2%
O=C(Nc1cc(C(=O)Nc2ccc(S(=O)(=O)O)cc2S(=O)(=O)O)cc(C(=O)Nc2ccc(S(=O)(=O)O)cc2S(=O)(=O)O)c1)Nc1cc(C(=O)Nc2ccc(S(=O)(=O)O)cc2S(=O)(=O)O)cc(C(=O)Nc2ccc(S(=O)(=O)O)cc2S(=O)(=O)O)c1	i	i	?	-2%&1%	-9%&-3%	-2%&-1%	-5%&-5%	14%	-3%&1%	1%&11%	?
CCCn1c(C(O)c2ccc(OCC)cc2)nc2ccccc21 (configuration not stated)	.	.	.	4%	.	0%	-2%	.	0%	-1%	-8%
NC(=O)C1C(c2ccccc2)=C1c1ccccc1	.	.	.	4%	16%	0%	-2%	-10%	-2%	10%	-12%
CCCCCN(C(=O)NC(=O)Nc1ccccc1OC)S(C)(=O)=O	i	i	?	18%	15%	.	-2%	-4%	-3%	25%	-10%
CCCn1c(-c2ccc(F)cc2)nc2c(N3CCCN(Cc4ccccc4)CC3)nc(C)nc21	.	.	.	?	-25%	-1%	-2%	.	.	-17%	26%
CC1CN(CC(O)COc2ccc(C(=O)c3ccccc3)cc2)CC(C)O1 (configuration not stated)	i	i	?	-5%	?	-1%	-7%	16%	2%	2%	-13%
CCN(CC)S(=O)(=O)c1cc(C(=O)NC2CCCCC2)ccc1C	.	.	.	?	-3%	1%	0%	7%[7.66 µM]	13µM*	15%[11.4 µM]	2%[11.4 µM]
CCC(=O)c1cccc2c1N=CC1=C(CC(C)(C)CC1=O)N2	?	i	i	?	8%	2%	0%	9%	0%	5%	-5%
COc1ccccc1CNC(=O)COC(=O)C1=COCCO1	i	i	?	8%	13%	-1%	1%	2%	4%	-3%	4%
O=c1c(-c2cccc(F)c2)nc2cncnc2n1Cc1ccccc1Cl	i	i	i	-16%	?	-13%	-9%	90%[activator]	-1%[11.4 µM]	1%	?
Cc1c(NC(=O)CCCCCN2C(=O)C3C4C=CC(C4)C3C2=O)c(=O)n(-c2ccccc2)n1C (configuration not stated)	.	.	.	-3%	-20%	-1%	3%	.	4%	-4%	-12%
Fc1ccc(Cn2nnc(-c3ccc(CN4CCOCC4)cc3)n2)cc1	i	i	?	24%	-4%	-1%	-4%	12%	-1%	10%	8%
CC(C)NC(=O)Cn1cnc2c1c(=O)n(C)c(=O)n2C	i	i	i	0%	-13%	0%	2%	-6%	1%	9%	-4%
O[C@@H](COc1cccc2ccccc12)CN1CCOCC1	i	i	?	7%[11.4 µM]	-8%[11.5 µM]	1%[11.5 µM]	1%[11.5 µM]	.	1%[11.4 µM]	9%[11.4 µM]	15%[11.4 µM]
COc1ccc(S(=O)(=O)N(C)CC(=O)NCc2cccnc2)cc1	i	i	i	6%	-4%	3%	-1%	-3%	-2%	5%	0%
O=C(Nc1cccc2nsnc12)c1ccc(F)cc1	?	i	i	17%	9%	-18%	-16%	14%	-3%	-5%	-30%
CN(Cc1nc2ccccc2c(=O)[nH]1)CC(O)COCc1ccco1 (configuration not stated)	i	i	i	?	-2%	-1%	-2%	1%	-1%	?	-2%
CCC1Oc2ccc(C)cc2N(CC(=O)NCCc2ccc(OC)c(OC)c2)C1=O (configuration not stated)	.	.	.	?	?	0%	-1%	.	3%	2%	8%
CCN(CC)CCn1c(=S)[nH]c2cc3c(cc2c1=O)OCO3	i	i	i	21%	70%[activator]	0%	4%	-3%	1%	?	10%
CC[C@H](C(=O)[C@H](C)[C@H](O)[C@H](C)CCc1ccc(C)c(O)c1C(=O)O)[C@H]1O[C@](CC)([C@@H]2CC[C@@](O)(CC)[C@H](C)O2)C[C@H]1C	i	i	?	-6%[25.6 µM]	2%[25.7 µM]	-12%[25.7 µM]	-3%[25.7 µM]	16%[17.1 µM]	2%[25.5 µM]	-1%[25.6 µM]	2%[25.6 µM]
CC(=NC(C)C)C1=C(O)CCC1=O	i	i	i	2%	5%	0%	3%	-1%	10%	-2%	5%
Cc1ccnc(N2CCC(C(=O)Nc3ccc(Oc4ccccc4)cc3)CC2)n1	i	i	i	8%	2%	0%	-2%	2%	1%	8%	0%
CCn1c(=N)n(CC(O)c2ccco2)c2ccccc21 (configuration not stated)	i	i	i	18%	-1%	-1%	1%	-13%	3%	11%	6%
CCOC(=O)c1oc2ccccc2c1NC(=O)COc1cccc(OC)c1	i	i	i	24%	4%	-1%	0%	-9%	-1%	?	-8%
COc1cccc(-c2nc(CS(=O)CC(=O)NCc3ccccc3)c(C)o2)c1 (configuration not stated)	.	.	.	?	?	-2%	0%	.	1%	-10%	-6%
CCOC(=O)c1cnc(-n2nc(C)cc2C)nc1NCc1ccccc1	i	i	?	20µM*	?	-3%	-3%	-7%	-4%	15%	178%

Screens: PubChem BioAssay, National Center for Advancing Translational Sciences (NCATS)
